# Nrf2 ARE act: Nrf2 pathway activation; AREc32 ARE-luciferase reporter (MCF7-derived line), luminescence, 24 h; Potency, µM (doses to about 46.1 µM), inactives show at the top dose activation, actives largely listed as activators; 0.31% of 410,000 active; AID 624171; note: % of control where 0% means no effect; nearly all actives have a fitted effect of over 65% in size
#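 Luciferase luminescence (Steady-Glo, 30 min at room temperature) served as the read-out of ARE activation in AREc32 cells treated with compounds for 24 hr at 37 deg C.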
# MCF10A rerep: induces DNA re-replication in MCF 10a normal breast cells; MCF 10A DNA re-replication, Hoechst nuclear intensity, 48 h; Potency, µM (top dose mostly 46.1 µM), without a hit: at the highest dose activity, positive = re-replication, usual class: activators; 2.9% of 350,000 active; note: % of control where 0% means no effect; nearly all actives have a fitted effect of over 50% in size
# HepG2 tox: kills HepG2 cells in TGF-b inhibitor counter-screen. HepG2 CAGA-GFP viability, ATP luminescence, 18 h. Potency, µM (doses to about 46.1 µM), inactives show at the highest dose activity change, negative = cytotoxicity, hits mostly cytotoxic. 0.76% of 410,000 active. AID 588856; note: some results filed as inactive show a strong effect at the top dose
#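 CellTiter-Glo luminescence gave cytotoxicity after 18 hours at 37 degrees C. The cells were HepG2 CAGA-GFP in 1% FBS DMEM, stimulated with 500 pg/mL TGF-beta after compound addition. %Activity was normalised to no-cell wells (complete cell-killing) and DMSO (no toxicity), and curves were fitted and classified.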
# A549 tox: counter-screen for Nrf2 inhibitors: cytotoxicity in A549 cells; A549 ARE-Fluc cells, CellTiter-Fluor viability, 18-24 h; Potency, µM (titrated, usually from 46 µM), without a hit: at the top dose activity change, negative = cytotoxicity, hits mostly inhibitors; 0.16% of 390,000 active; note: % is set by controls: 0 for no effect and ±100 for the full control effect
#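 A549 ARE-Fluc cells in 5% FBS OPTI-MEM, 5000 cells/well, rested 2 h then exposed to compounds in concentration-response for 18-24 h at 37 °C. Viability by CellTiter-Fluor fluorescence (Ex 405/Em 525) after 30 min; luciferase luminescence (BugLite, 15 min, RT) read afterwards.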
# ATXN2 expr inh: reduces ATXN2 reporter expression in HEK-293 cells | HEK-293 ATXN2-luciferase reporter, luminescence, 24 h | Potency, µM (titrated, usually from 57 µM), for inactives: at the highest dose activity change, negative = inhibition, hits mostly inhibitors | 0.72% of 360,000 active | AID 1745845; note: % is set by controls: 0 for no effect and ±100 for the full control effect; nearly all actives have a fitted effect of over 55% in size
#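 qHTS (up to 57 uM final) was run with 24 h compound exposure of reporter cells at 37 °C. Each well was multiplexed: SteadyGlo luminescence measured ATXN2-luciferase expression after a fluorogenic Gly-Phe-AFC viability readout (25 uM final).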
# ATXN viability: viability counter-screen for ATXN expression inhibitors. S2 cells (HEK-293 line with an ATXN2-luciferase reporter) viability, CellTiter-Fluor protease fluorescence, 24 h. Potency, µM (highest dose often 56.7 µM), hits mostly cytotoxic. 0.49% of 400,000 active; note: nearly all actives have a fitted effect of over 40% in size
# TGFb SMAD3 inh: TGF-b pathway inhibition. Potency, µM (doses to about 46.1 µM), for inactives: at the highest dose activity, negative = inhibition, most hits filed as inhibitors. HepG2 CAGA-GFP TGF-b/SMAD3 reporter, GFP fluorescence, 18 h; TGF-beta stimulated, 500 pg/mL final. AID 588855. 1.2% of 410,000 active; note: % is set by controls: 0 for no effect and ±100 for the full control effect; nearly all actives have a fitted effect of over 65% in size
#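 HEPG2 CAGA-GFP, 1000 cells/well; 2 h settle, 37 C; cpd via pin tool; TGF-b 500 pg/mL final; 18 h, 37 C; GFP imaging ex488/em500-530; %Activity normalised to -TGF-b and +DMSO controls; CRC fit, curve class.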
# Nrf2 block: inhibitors of Nrf2 signaling | Potency, µM (series often up to 46 µM), for inactives: at the top dose activity change, negative = inhibition, most hits filed as inhibitors | A549 ARE-Fluc reporter, luciferase luminescence, 18-24 h | 2.1% of 360,000 active; note: % is set by controls: 0 for no effect and ±100 for the full control effect; nearly all actives have a fitted effect of over 60% in size
#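 In this cell-based qHTS, ARE-driven firefly luciferase in A549 cells reports Nrf2 activity; the luminescent signal after BugLite lysis is the measured value, with a prior CellTiter-Fluor read for cell health.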
# EPAC2 antagonist: antagonists of human EPAC2; Q8WZA2; EPAC2 GEF exchange of Rap1B-BODIPY-GDP, fluorescence; Potency, µM (highest dose often 114 µM), for inactives: at the top dose activity, negative = inhibition, most hits filed as inhibitors; 0.18% of 360,000 active; AID 720708; note: % is set by controls: 0 for no effect and ±100 for the full control effect; nearly all actives have a fitted effect of over 45% in size; many of its hits are not listed in these tables
# Target sequence (Q8WZA2 whole entry, looked up): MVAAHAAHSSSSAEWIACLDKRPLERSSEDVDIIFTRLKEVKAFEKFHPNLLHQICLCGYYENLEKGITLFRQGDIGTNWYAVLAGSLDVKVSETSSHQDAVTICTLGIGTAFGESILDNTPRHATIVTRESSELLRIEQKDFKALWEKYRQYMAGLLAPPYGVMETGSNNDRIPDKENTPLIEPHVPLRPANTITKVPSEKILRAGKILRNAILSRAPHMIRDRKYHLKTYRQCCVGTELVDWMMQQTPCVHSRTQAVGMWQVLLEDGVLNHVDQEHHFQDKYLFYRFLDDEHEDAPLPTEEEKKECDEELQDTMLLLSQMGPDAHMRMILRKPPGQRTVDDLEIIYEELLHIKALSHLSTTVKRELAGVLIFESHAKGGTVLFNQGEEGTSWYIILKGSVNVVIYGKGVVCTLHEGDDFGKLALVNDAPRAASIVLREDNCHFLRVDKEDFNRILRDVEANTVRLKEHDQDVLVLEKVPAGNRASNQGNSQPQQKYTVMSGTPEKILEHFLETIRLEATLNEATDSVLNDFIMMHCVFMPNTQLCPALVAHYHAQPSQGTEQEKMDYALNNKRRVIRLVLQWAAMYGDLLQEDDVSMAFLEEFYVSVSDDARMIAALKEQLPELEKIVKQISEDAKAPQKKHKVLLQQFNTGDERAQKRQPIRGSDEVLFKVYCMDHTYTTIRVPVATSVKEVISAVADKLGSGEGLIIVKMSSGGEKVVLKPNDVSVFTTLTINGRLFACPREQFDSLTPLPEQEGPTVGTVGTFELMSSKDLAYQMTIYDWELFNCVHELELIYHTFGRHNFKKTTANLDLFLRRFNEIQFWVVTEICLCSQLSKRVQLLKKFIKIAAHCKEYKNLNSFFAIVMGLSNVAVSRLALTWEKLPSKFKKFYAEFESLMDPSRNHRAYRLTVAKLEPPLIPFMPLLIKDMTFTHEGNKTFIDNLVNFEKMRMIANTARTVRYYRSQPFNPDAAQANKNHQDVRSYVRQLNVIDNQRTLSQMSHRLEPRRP
# Numbers without * were called inactive; i = inactive; ? = inconclusive; / = not tested or not shown; & = joins results of further samples; [ ] = another dose, or the depositor's remark. Calls come from the whole dose curve; as a rule, active = well fitted curve in the direction sought with a large enough effect; inconclusive = small, poorly fitted or top-dose-only effect, or another doubt; inactive = no such curve, though single readings can be large; an effect the other way counts as inactive or inconclusive. Potency is the fitted concentration of half-maximal effect.
molecule	Nrf2 ARE act	MCF10A rerep	HepG2 tox	A549 tox	ATXN2 expr inh	ATXN viability	TGFb SMAD3 inh	Nrf2 block	EPAC2 antagonist
Cc1cc(C)n(/N=C/c2cccs2)c(=O)c1C#N	0.2%	-12%	10%	-4%	10%	i	-3%	5%	3%
O=C(CSc1nnc(C2CC2)n1Cc1ccccc1)Nc1cccnc1Cl	6.9%	-2%	-20%	0%	/	i	14%	-5%	6%
COC(=O)c1cc(NC(=O)c2c(-c3c(Cl)cccc3Cl)noc2C)ccc1N1CCOCC1	2.5%	-2%	-10%	-2%	/	i	0%	-7%	12%
COc1ccc(CCNC(=O)CSc2nc3[nH]ncc3c(=O)n2-c2ccccc2OC)cc1OC	-0.2%	-1%	-4%	0%	/	i	-7%	3%	3%
O=C1c2ccccc2S(=O)(=O)N1CC(O)COc1ccc(Br)cc1 (configuration not stated)	-0.1%	20%	-1%	0%	3%	i	16%	-11%	-9%
CC(=O)Nc1ccc(NC(=O)c2cc(CN3CCCC3)on2)cc1	0.3%	/	-16%	1%	2%	i	?	?	/
COc1ccc(/C=C2\SC(=O)N(CCNC(=O)C3CC(=O)N(c4ccccc4)C3)C2=O)cc1 (configuration not stated)	-0.4%	-16%	-18%	18%	73%[activator]	i	1%	/	-4%
CC(C)Cn1cnc2c(c1=N)C(c1ccccc1)C1=C(CC(C)(C)CC1=O)O2 (configuration not stated)	1.9%	10%	-36%	-10%	-5%	?	-17%	17%	8%
O=C(N/N=C/c1cccc(Oc2ccccc2)c1)c1ccccc1Br	-0.8%	1%	-6%	-8%	-19%	i	?	?	6%
O=[N+]([O-])c1ccc(NN=Cc2cc(Br)ccc2O)nc1	-1.1%	11%	-52%	-24%	?	?	?	-8%	-5%
S=c1[nH]nc(COc2ccccc2)n1/N=C/c1ccccn1	-0.2%	4%	0%	2%	5%	i	10%	1%	12%
CC(=O)N1CCC2(CC1)C/C(=N\NC(=S)Nc1ccccc1C)c1cc(O)ccc1O2	0.7%	-6%	-27%	1%	-23%	i	-5%	5%	0%
O=C1C(=O)N(c2ccccn2)C(c2ccc(F)cc2)/C1=C(/O)c1ccc(Br)cc1 (configuration not stated)	-1.4%	11%	-17%	-6%	/	?	-3%	8.2µM*	-8%
O=C(NCc1ccco1)Nc1ccc([N+](=O)[O-])cc1	0.3%	-3%	6%	6%	/	i	-2%	5%	2%
CC1=C(c2ccc(C)c(C)c2)S(=O)(=O)N=C1N1CCC(C(=O)Nc2ccc(Cl)cc2)CC1	-1.9%	/	-32%	0%	-25%	i	-23%	/	/
CC(=O)C(=Nc1ccc(Cl)cc1Cl)NNc1cccc(Cl)c1	7.7%	?	-47%	-13%	-25%	i	22µM*	-28%	0%
CC1CCCCN1C(=O)c1ccc(OC2CCN(S(=O)(=O)N(C)C)CC2)cc1 (configuration not stated)	3.5%	8%	-23%	-9%	23%	i	-22%	-23%	9%
Cc1cc(NC(=O)CSc2ncc(C(=O)Nc3ccc(C)c(C)c3)c(=O)n2C)no1	0.4%	/	-3%	1%	/	/	29%	/	/
CCn1c(SCC(=O)Nc2nccs2)nnc1-c1cccnc1	-0.4%	0%	3%	-2%	-1%	i	7%	9%	3%
Cc1ccc(Cl)cc1NC(=O)COCc1cc(-c2ccco2)on1	5.8%	/	-11%	11%	/	/	0%	?	/
O=S(=O)(c1cccc2c(S(=O)(=O)N3CCCC3)cccc12)N1CCCC1	-0.4%	9%	8%	-9%	-4%	i	13%	4%	0%[57.1 µM]
CCN(CC(=O)Nc1c(F)cccc1F)C(=O)c1ccc(N2CCCC2)c([N+](=O)[O-])c1	-0.2%	2%	-25%	-6%	-17%	i	-18%	?	16%
Cc1c(C)[n+](=O)c(-c2ccco2)c(C)n1[O-]	0.0%	-1%	5%	10%	-4%	i	-1%	-8%	-1%
O=C(c1ccc2c(c1)OCCO2)C1CCN(S(=O)(=O)c2cccc(F)c2)CC1	0.5%	5%	-29%	-12%	-22%	i	-21%	15µM*	-4%
C[C@H](CO)N1C[C@H](C)[C@@H](CN(C)S(C)(=O)=O)Oc2ccc(NC(=O)Nc3ccc4c(c3)OCO4)cc2C1=O	0.0%	0%	4%	2%	1%	i	-4%	22%	-2%
CCN1C(=O)[C@H]2[C@@H](c3ccc(C)cc3)N[C@]3(CCCN(Cc4cccn4C)C3=O)[C@H]2C1=O	-0.4%	/	-36%	/	-3%	i	?	/	6%
CC(=O)Nc1ccc(NC(=O)c2ccc3c(c2)C(=O)N(c2ccccc2C)C3=O)cc1	1.6%	8%	-15%	-12%	-10%	i	-20%	?	2%
COc1ccc(OC)c(NC(=O)CSc2ncnc3c2cnn3-c2ccccc2Cl)c1	3.0%	?	3%	?	-32%	i	-33%	4.6µM*	-8%
COc1ccc(C=O)cc1CSc1ccccn1	16%	12%	24%	1%	19%	i	-4%	2%	-5%
COc1ccccc1C(=O)Nc1nnc(S(=O)(=O)N(C)c2ccc(Cl)cc2)s1	5.6%	/	-6%	7%	/	/	?	14%	/
CC(=O)Nc1ccc(NC(=O)Cn2nc([N+](=O)[O-])c(Br)c2C)cc1	5.6%	19%	1%	-10%	1%	i	1%	-7%	-15%
COC(=O)[C@@H](NC(=O)Nc1cccc(Br)c1)C(C)C	-0.4%	4%	4%	4%	-1%	i	-16%	1%	4%
O=C(COC(=O)c1ccc([N+](=O)[O-])o1)Nc1cccc(S(=O)(=O)N2CCCCC2)c1	3.3%	-1%	-18%	1%	-26%	i	-8%	-7%	3%
CCC(C)c1ccc(O)c(NC(=S)NC(=O)c2cccnc2)c1 (configuration not stated)	0.8%	?	-31%	-10%	-5%	i	?	26%	3%
Cc1cc(NC(=O)CSc2ccc3nnc(-c4ccccn4)n3n2)no1	-0.5%	-7%	-20%	4%	-7%	i	-1%	8%	20%
Cc1cc(C)n2c(Nc3c(C)cccc3C)c(CCc3ccccc3)nc2n1	4.7%	/	/	/	?	?	/	/	5%
CC(=O)NCC1CCCN(C(=O)c2ccc(OC3CCN(Cc4ccccn4)CC3)cc2)C1 (configuration not stated)	-0.3%	1%	2%	1%	6%	i	-26%	12%	3%
COc1cccc(CNC(=O)C2CCCN(S(=O)(=O)N3CC(C)CC(C)C3)C2)c1 (configuration not stated)	-0.8%	2%	-5%	1%	-9%	i	-18%	-21%	-4%
CCCCCOc1ccc(NS(C)(=O)=O)cc1	0.7%	-2%	-6%	-6%	61%[activator]	i	0%	?	-4%
Cc1nc(-c2ccccc2)sc1CCNC(=O)C(=O)Nc1ccc2c(c1)OCO2	-1.2%	/	-3%	-10%	-10%	?	-8%	/	/

# Rewritten with values under each structure: part of the list above
# Results follow in this order: Nrf2 ARE act | MCF10A rerep | HepG2 tox | A549 tox | ATXN2 expr inh | ATXN viability | TGFb SMAD3 inh | Nrf2 block | EPAC2 antagonist
> Cc1cc(NC(=O)CSc2ccc3nnc(-c4ccccn4)n3n2)no1
    -0.5% | -7% | -20% | 4% | -7% | i | -1% | 8% | 20%
> Cc1cc(C)n2c(Nc3c(C)cccc3C)c(CCc3ccccc3)nc2n1
    4.7% | / | / | / | ? | ? | / | / | 5%
> CC(=O)NCC1CCCN(C(=O)c2ccc(OC3CCN(Cc4ccccn4)CC3)cc2)C1 (configuration not stated)
    -0.3% | 1% | 2% | 1% | 6% | i | -26% | 12% | 3%
> COc1cccc(CNC(=O)C2CCCN(S(=O)(=O)N3CC(C)CC(C)C3)C2)c1 (configuration not stated)
    -0.8% | 2% | -5% | 1% | -9% | i | -18% | -21% | -4%
> CCCCCOc1ccc(NS(C)(=O)=O)cc1
    0.7% | -2% | -6% | -6% | 61%[activator] | i | 0% | ? | -4%

# Additional structures
molecule	Nrf2 ARE act	MCF10A rerep	HepG2 tox	A549 tox	ATXN2 expr inh	ATXN viability	TGFb SMAD3 inh	Nrf2 block	EPAC2 antagonist
CCOC(=O)c1ccc(NC(=O)C2CC(=O)N=C(N)S2)cc1 (configuration not stated)	2.5%	-13%	1%	6%	/	i	-8%	22%	-9%
COc1cc(C#N)c(NC(=O)CN2CCC(C(N)=O)CC2)cc1OC	0.3%	2%	1%	-5%	1%	i	8%	2%	7%
CCc1cccc2sc(N3CCN(C(=O)C4CC4)CC3)nc12	-0.7%	/	-37%	1%	/	/	-29%	/	/
CCN(CC)CCNc1ccc2nnc(CCNS(=O)(=O)c3ccc(C)cc3)n2n1	3.7%	5%	22%	7%	/	i	1%	6%	17%
COc1cc(Cl)c(C)cc1NC(=O)CC(c1ccc(F)cc1)N1Cc2ccccc2C1=O (configuration not stated)	-0.6%	/	-19%	4%	/	/	-12%	?	/
CCN(CC)c1ccc([N+](=O)[O-])cc1C(=O)O	0.2%	-7%	-1%	?	-14%	?	4%	10%	6%
Cc1ccc(NC(=O)CSc2ncnc3ccccc23)cc1S(=O)(=O)N1CCCCCC1	?	?	-25%	-21%	4%	i	?	?	-1%
Cc1ccc(C(=O)NNC(=O)c2ccncc2)cc1S(=O)(=O)N1CCOCC1	-0.6%	1%	2%	-3%	10%	?	-35%	8%	11%
COCCNC(=O)Cn1nc(-c2ccc(C)cc2)c2ccccc2c1=O	0.3%&-0.8%	-2%	-9%&4%	12%&-1%	6%&7%	i	1%&4%	0%&6%	1%
CCCOc1ccc([N+](=O)[O-])c(N)c1	-0.5%	-3%	-10%	-13%	9%	i	-6%	-14%	-23%
CCN(CC)S(=O)(=O)c1cc(C(=O)Oc2cccc(-c3cnc4ccccc4n3)c2)ccc1Br	15%	3%	7%	-4%	44%[activator]	i	-14%	27%	2%
CCOc1ccc(Nc2nc(N)nc(CSC(=S)N3CCOCC3)n2)cc1	8.4%	3%	-18%	1%	/	i	-13%	17%	-2%
O=C1OCCN1N=Cc1ccco1	-0.2%	-6%	3%	0%	-8%	i	-5%	11%	0%

# Bioassay records as filed in PubChem BioAssay.

# These rows are one share of the data. The share of hits here may be higher or lower than overall.
